Assay outcomes deposited in PubChem BioAssay by National Center for Advancing Translational Sciences (NCATS).
PTHR1 ag = activates the human parathyroid hormone receptor PTHR1 | HEK293 GP2 PTHR1 cells, GloSensor cAMP luminescence, 1 h | Potency, µM (series often up to 115 µM), for inactives: at the top dose activation, most hits filed as activators | actives 0.075% (n = 410,000) | Q03431; note: potency is the fitted concentration of half-maximal effect; nearly all actives have a fitted effect of over 55% in size; some results filed as inactive show a strong effect at the top dose; inactives centre near -15; many of its hits are not listed in these tables
Target sequence (Q03431 whole entry, looked up): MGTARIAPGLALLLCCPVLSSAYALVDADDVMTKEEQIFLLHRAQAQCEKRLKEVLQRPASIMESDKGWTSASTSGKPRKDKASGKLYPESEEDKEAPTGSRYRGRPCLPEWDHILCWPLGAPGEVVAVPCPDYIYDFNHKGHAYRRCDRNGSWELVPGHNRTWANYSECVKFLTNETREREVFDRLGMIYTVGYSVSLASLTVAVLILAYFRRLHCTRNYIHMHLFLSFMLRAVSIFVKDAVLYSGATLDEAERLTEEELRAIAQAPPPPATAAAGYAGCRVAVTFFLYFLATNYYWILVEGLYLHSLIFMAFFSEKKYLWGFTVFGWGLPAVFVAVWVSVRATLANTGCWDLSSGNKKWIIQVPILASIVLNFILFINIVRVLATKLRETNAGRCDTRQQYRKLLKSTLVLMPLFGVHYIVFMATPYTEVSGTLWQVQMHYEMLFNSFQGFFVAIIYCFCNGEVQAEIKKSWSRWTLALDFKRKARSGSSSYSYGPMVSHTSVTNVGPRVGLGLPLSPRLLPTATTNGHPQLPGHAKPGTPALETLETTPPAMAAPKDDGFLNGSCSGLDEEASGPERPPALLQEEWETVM
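HEK-293-derived GP2 cells expressing PTHR1 and a GloSensor cAMP reporter, 3,000/well, plated overnight, given luciferin plus IBMX (each 0.5 mM as added) for 1 h at 37 °C, then compound for 1 h at 37 °C. Luminescence was read after 15 min at room temperature.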
MmCpn inh = inhibitors of Methanococcus maripaludis chaperonin (MmCpn) | actives 0.031% (n = 330,000) | purified Mm-Cpn ATPase, ADP Transcreener TR-FRET | Potency, µM (titrated, usually from 76.9 µM), without a hit: at the highest dose activity, negative = inhibition, usual class: inhibitors | AID 504842; note: potency is the fitted concentration of half-maximal effect; % is set by controls: 0 for no effect and ±100 for the full control effect; nearly all actives have a fitted effect of over 80% in size
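Inhibition of chaperonin ATP hydrolysis is measured as reduced ADP production, detected by competitive TR-FRET in which signal falls with ADP. Final enzyme 25 nM and ATP 10 uM, reacted 30 min at 37°C.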
Akt phos inh = Akt phosphorylation inhibition; Neuro2A IGF-stimulated pAkt S473 HTRF, 20 min; active compounds read low; activity change, % for hits at 50 µM; AID 651550; actives 0.32% (n = 360,000); in the data active = activity change below about -80%; inconclusive = mostly about -51% to -80%; note: % is set by controls: 0 for no effect and ±100 for the full control effect
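Neuro2A cells in DMEM with 0.5% FBS, overnight at 37 deg C, given compound at single 50 µM final, then IGF (6 nM final) for 20 min at 37 deg C. Lysed; phospho-Akt Ser473 by HTRF after 24 h, 665/615 ratio.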
TDP43 rescue = inhibitors of TDP-43 toxicity in yeast; TDP-43 expressing yeast growth rescue, BacTiter-Glo, 24 h; Potency, µM (highest dose often 46.1 µM), for inactives: top-dose growth rescue (activation), hits mostly activators; actives 1.8% (n = 410,000); note: potency is the fitted concentration of half-maximal effect; % of control where 0% means no effect; nearly all actives have a fitted effect of over 50% in size
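Readout is BacTiter-Glo luminescence of cell growth, so inhibitors register as activators. TDP-43-expressing yeast at OD600=0.02 in galactose medium, after raffinose pregrowth to mid-log, were incubated with compound for 24 hr at 30 deg C.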
FUS suppressor = rescues growth of FUS-expressing yeast. S. cerevisiae FUS-expressing, growth rescue, OD600, 24 h. Potency, µM (top dose mostly 76.6 µM), without a hit: top-dose growth rescue (activation), most hits filed as activators. AID 1347120. actives 0.24% (n = 390,000);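 note: potency is the fitted concentration of half-maximal effect; plate controls were DMSO vehicle for no effect and reference control for full effect; nearly all actives have a fitted effect of over 55% in size; some results filed as inactive show a strong effect at the top dose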
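S. cerevisiae expressing FUS from galactose induction served as the toxicity model. Growth after 24hr at 30C, read as absorbance at 600 nm, indicates suppression of toxicity; compounds dosed at several concentrations.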
GLP1R cytotox = cytotoxic in the GLP-1 receptor inverse agonist counter-screen | HEK293 cAMP-luciferase reporter cells, luminescence, 24 h | Potency, µM (series often up to 38.3 µM), without a hit: at the top dose activity change, negative = inhibition, actives largely listed as inhibitors | actives 0.13% (n = 410,000) | AID 624418;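 note: loss of luciferase light is scored as toxicity; potency is the fitted concentration of half-maximal effect; % is set by controls: 0 for no effect and ±100 for the full control effect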
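Seeding density was 200 cells/uL; after overnight-length (12 h) culture, 23 nL compounds went on for 24 h at 37 °C. Readout used a luciferase detection reagent, luminescence taken after 12 min at room temperature.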
GLP1R inv ag = GLP-1 receptor (human) inverse agonism | actives 1.6% (n = 410,000) | HEK293 GLP-1R CRE-luciferase, luminescence, 24 h; GLP-1R form is constitutively active | P43220 | Potency, µM (top dose mostly 38.3 µM), for inactives: at the top dose activity change, negative = inhibition, most hits filed as inhibitors | AID 624417; note: potency is the fitted concentration of half-maximal effect; % is set by controls: 0 for no effect and ±100 for the full control effect; nearly all actives have a fitted effect of over 55% in size
Target sequence (P43220 whole entry, looked up): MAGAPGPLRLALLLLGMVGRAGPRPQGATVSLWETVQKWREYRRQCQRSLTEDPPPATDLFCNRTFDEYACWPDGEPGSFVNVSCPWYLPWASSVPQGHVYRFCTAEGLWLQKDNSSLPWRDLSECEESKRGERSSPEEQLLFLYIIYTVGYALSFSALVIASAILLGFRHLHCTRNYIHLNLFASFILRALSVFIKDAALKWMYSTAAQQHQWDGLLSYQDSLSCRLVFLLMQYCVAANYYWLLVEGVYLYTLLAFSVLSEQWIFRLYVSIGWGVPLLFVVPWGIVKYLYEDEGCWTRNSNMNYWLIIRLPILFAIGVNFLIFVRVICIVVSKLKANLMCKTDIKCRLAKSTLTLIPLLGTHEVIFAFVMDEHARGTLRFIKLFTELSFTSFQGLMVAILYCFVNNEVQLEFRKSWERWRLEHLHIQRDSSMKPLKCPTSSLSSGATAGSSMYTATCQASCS
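Inverse agonism was detected as reduced cAMP-driven luciferase luminescence after 24 h compound treatment. The cells were HEK293 clones expressing constitutively active human GLP-1R with the reporter. Reporter-only and GPR119 cell lines served as counterscreen controls.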
aSyn rescue = inhibitors of alpha-synuclein toxicity in yeast | Yeast expressing alpha-synuclein, growth rescue, BacTiter-Glo, 24 h | Potency, µM (titrated, usually from 46.1 µM), inactives show at the top dose growth rescue (activation), actives largely listed as activators | actives 0.14% (n = 370,000) | AID 652106; note: potency is the fitted concentration of half-maximal effect; % of control where 0% means no effect; nearly all actives have a fitted effect of over 65% in size
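Galactose-induced alpha-syn yeast (OD600=0.02, raffinose-pregrown) + pinned cpd, 24 hr, 30 deg C; growth by BacTiter-Glo luminescence. Growth restoration scores as activation.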
Abeta rescue = A-beta toxicity reversal in yeast; yeast expressing A-beta42, growth rescue, OD600, 48 h; response scale: 0% DMSO, 100% iron-clioquinol control; Potency, µM (top dose mostly 46.1 µM), without a hit: top-dose growth rescue, actives largely listed as activators; actives 0.063% (n = 410,000); note: potency is the fitted concentration of half-maximal effect; nearly all actives have a fitted effect of over 55% in size
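Growth rescue measured by 600 nm absorbance after 48 h yeast culture at 30 C with compound. Values normalized between DMSO and an equimolar ferric chloride plus clioquinol control.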
An asterisk follows results filed as active; i = inactive; u = inconclusive; x = not tested or not shown; [ ] = dose if it differs, or a comment. Unless noted, calls come from the whole dose curve; as a rule, active = well fitted curve in the direction sought with a large enough effect; inconclusive = small, poorly fitted or top-dose-only effect, or another doubt; inactive = no such curve, though single readings can be large; an effect the other way counts as inactive or inconclusive.

Start of the data: the first four entries, to show the layout:
SMILES	PTHR1 ag	MmCpn inh	Akt phos inh	TDP43 rescue	FUS suppressor	GLP1R cytotox	GLP1R inv ag	aSyn rescue	Abeta rescue
N#Cc1cc(-c2ccc(Cl)cc2)cnc1Sc1ccc(F)cc1	-18%	0%	i	-15%	5%	-12%	2%	u	2%
O=c1o[nH]c(-c2ccccc2)c1N=Nc1c(F)cccc1Cl	-33%[inhibitor]	5%	i	7%	-1%	-6%	-29%	-7%	20%
O=C(NCc1ccc2c(c1)OCO2)C1CCN(S(=O)(=O)c2cccc3nsnc23)CC1	i	-1%	i	18%	10%	-8%	18%	0%	6%
COc1ccccc1N(C)S(=O)(=O)c1ccc(Cl)c(C(=O)N2CCC(C(N)=O)CC2)c1	-6%	2%	i	-13%	3%	1%	5%	-5%	-5%

This part in full, from the first entry:
SMILES	PTHR1 ag	MmCpn inh	Akt phos inh	TDP43 rescue	FUS suppressor	GLP1R cytotox	GLP1R inv ag	aSyn rescue	Abeta rescue
N#Cc1cc(-c2ccc(Cl)cc2)cnc1Sc1ccc(F)cc1	-18%	0%	i	-15%	5%	-12%	2%	u	2%
O=c1o[nH]c(-c2ccccc2)c1N=Nc1c(F)cccc1Cl	-33%[inhibitor]	5%	i	7%	-1%	-6%	-29%	-7%	20%
O=C(NCc1ccc2c(c1)OCO2)C1CCN(S(=O)(=O)c2cccc3nsnc23)CC1	i	-1%	i	18%	10%	-8%	18%	0%	6%
COc1ccccc1N(C)S(=O)(=O)c1ccc(Cl)c(C(=O)N2CCC(C(N)=O)CC2)c1	-6%	2%	i	-13%	3%	1%	5%	-5%	-5%
CC(OC(=O)Cc1c[nH]c2ccccc12)C(=O)Nc1ccccc1[N+](=O)[O-] (stereo not drawn)	i	0%	i	13%	9%	-4%	-16%	14%	-3%
CCN(CC(=O)Nc1ccc2c(c1)OCCO2)C(=O)CCOc1ccccc1	i	1%	i	-8%	-2%	2%	-17%	-4%	-6%
COc1cccc(-c2nnc(SCC(=O)Nc3ccc(S(N)(=O)=O)cc3)n2C)c1	-9%[57.5 µM]	-2%	i	-3%	u	2%	7%	-29%	-5%
Cn1c(SCc2ccc([N+](=O)[O-])cc2)nnc1-c1ccncc1	-27%	0%	i	30%	-13%	-7%	8%	-1%	-8%
CC1CCCCN1C(=O)c1cc(-c2ccc(Cl)c(Cl)c2)on1 (stereo not drawn)	-25%	2%	i	16%	x	-15%	u	-11%	0%
Cc1ccc(Cl)cc1NC(=O)C(NS(=O)(=O)c1cccc2nsnc12)c1ccccc1 (stereo not drawn)	-59%[inhibitor]	x	x	17%	u	-5%	u	x	20%
COc1cc(CN2CCN(C3CCC3)CC2CCO)cc(OC)c1 (stereo not drawn)	-20%	0%	i	17%	15%	1%	-9%	-9%	-14%
CC(=O)c1cccc(NC(=O)c2ccccc2N(Cc2ccccc2)S(C)(=O)=O)c1	-25%	-3%	i	13%	3%	1%	7%	2%	10%
O=C(Nc1ccccc1F)c1ccc2ncsc2c1	-38%[inhibitor]	-1%	i	u	-15%	4%	7%	-36%[inhibitor]	7%
O=C(CC12CC3CC(CC(C3)C1)C2)NCCN1CCOCC1	i	u	i	-3%	28%	2%	9%	-1%	-18%
COC(=O)N1N=C(c2ccc(Br)cc2)CC1(O)C(F)(F)F (stereo not drawn)	i	-11%	i	0%	x	1%	-16%	0%	-6%
COc1ccc(C(=O)NCC(c2cccnc2)N2CCN(c3ccccc3OC)CC2)cc1OC (stereo not drawn)	-26%	-1%	i	-17%	-1%	-7%	1%	0%	-9%
CCn1cc(C(=O)O)c(=O)c2cc(F)c(N3CCN(C(=S)NC(=O)c4ccccc4Br)CC3)cc21	-19%	1%	i	0%	9%	11%	1%	0%	-3%
CCOC(=O)C1=C(N)N2C(=O)C(C)SC2=C(C(=O)OC)C1c1cccc(OC)c1 (stereo not drawn)	-13%	-3%	i	20µM*	-3%	-1%	7%	1%	7%
CC(NC(=O)c1cccc(S(=O)(=O)N(C)c2ccccc2)c1)c1cccnc1 (stereo not drawn)	-84%[inhibitor]	-2%	i	17%	-5%	23%	13%	-6%	-3%
COc1ccc(CSc2ncnc3sccc23)cc1F	i	1%	i	13µM*	19%	8%[0.307 µM]	-8%[0.307 µM]	2%	6%
COc1ccc(CNC(=O)COCc2cc(-c3ccc4c(c3)OCO4)on2)cc1	-22%	x	x	24%	-10%	1%	2%	x	-5%
CC(C)C(NS(=O)(=O)c1cc(C(=O)O)ccc1Cl)C(=O)O (stereo not drawn)	-1%	0%	i	x	5%	-2%	-7%	2%	9%
Cc1ccc(S(=O)(=O)c2c(N)n(/N=C/c3ccco3)c3nc4ccccc4nc23)cc1	i	0%	i	14µM*	7%	3%	19%	1%	-5%
O=C(CN1C(=O)C2(SCC(=O)N2c2ccc(F)c(F)c2)c2ccccc21)NCCc1ccccc1 (stereo not drawn)	i	x	x	8%	26%	0%	8%	u	-5%
Cc1ccc(Cl)cc1NC(=O)CN1CCN(S(=O)(=O)N2CCC(C)CC2)CC1	-17%	-7%	i	12%	9%	-9%	u	1%	6%
CC(=O)N1CCc2c(sc3c2c(=O)n(-c2ccc(F)cc2)c(=O)n3Cc2ccc(C#N)cc2)C1	-8%	x	x	9%	3%	6%	16%	x	-9%
CC1CCCN(c2ccc(C(=O)Nc3cccnc3)cc2[N+](=O)[O-])C1 (stereo not drawn)	-26%	1%	i	21%	-15%	-7%	u	7%	22%
CC1CCC2C(=O)N(c3cccc(C(=O)Nc4ccc(F)cc4)c3)C(=O)C2C1 (stereo not drawn)	-14%	1%	i	20%	18%	2%	-10%	0%	16%
CCN1CCN(c2ccc(S(=O)(=O)N3CCCCC3)cc2NC(=O)CCNC(C)=O)CC1	i	x	i	6%	16%	-5%	13%	-9%	15%
O=C(CCc1ccccc1)Oc1ccccc1[N+](=O)[O-]	u	x	i	-31%[inhibitor]	8%	6%	12%	-8%	-74%[inhibitor]
CC(NC(=O)C1CCCN1S(=O)(=O)c1cccc2nsnc12)c1ccccc1 (stereo not drawn)	u	-1%	i	16%	-4%	2%	15%	-2%	0%
Cc1ccc(N2C(=O)C3C=NNC3C2=O)cc1 (stereo not drawn)	i	0%	i	-2%[9.22 µM]	-14%	4%	6%	0%	-14%
CCOc1cc(N2CCOCC2)c(OCC)cc1NC(=O)CN1CCN(Cc2ccc3c(c2)OCO3)CC1	i	0%	i	-10%[0.397 µM]	8%	-9%	20%	-1%	-14%
COc1ccc(C(=O)C(=O)N2CCC(Cc3ccccc3)CC2)cc1OC	-6%	x	i	11µM*	43%	4%	u	0%	10%
CC(=O)OCCN(C)c1cc(SC(C)C)c2nonc2c1[N+](=O)[O-]	i	-3%	i	-25%	12%	-9%[0.307 µM]	4%[0.307 µM]	-1%	-15%
Cc1cc(N2C(=O)CCC2=O)n(-c2ccccc2)n1	i	-1%	i	3%	-37%	-7%	1%	0%	-1%
CC(C)NC(=O)c1ccc2c(=O)n(Cc3ccco3)c(=S)[nH]c2c1	i	-4%	i	0%	3%	-5%	-18%	7%	-3%
Cc1ccc([N+](=O)[O-])c(Oc2ncnc3c2oc2ccccc23)c1	i	x	x	6%	8%	12%	19%	x	-17%
COc1ccc(CC(=O)NNS(=O)(=O)c2ccc(F)cc2)cc1OC	-7%	-3%	i	-11%	-33%	6%	-7%	0%	1%
Cc1ccc(N2CCCCn3c2nc2c3c(=O)n(CC(=O)O)c(=O)n2C)cc1	i	-1%	i	-1%	x	3%	-2%	1%	-7%
CCOc1cc(S(=O)(=O)NC2CCCCC2)ccc1F	-23%	0%	i	u	16%	3%	0%	5%	4%
CS(=O)(=O)c1ccc2nc(NC(=O)c3ccc(NS(=O)(=O)c4ccc(F)c(F)c4)cc3)sc2c1	-66%[inhibitor]	-6%	i	0%	-1%	-15%	-19%	1%	5%
O=C(O)CCC(=O)NCc1cn(-c2ccccc2)nc1-c1cccc(Br)c1	i	-3%	i	21%	x	-7%	5%	3%	8%
CCc1nc2sccc2c(=O)n1N	i	1%	i	7%	3%	17%	10%	0%	-6%
O=C(O)c1ccc(NC(=O)c2cn(-c3ccccc3)nc2-c2cccc(Cl)c2)cc1	-20%	0%	i	2%	29%	-8%	u	6%	-18%
Cc1ccc(-c2cc(C(=O)NCCCn3ccnc3)c3ccccc3n2)s1	-6%	-8%	i	-34%[inhibitor]	x	22%	-21%	5%	19%
COc1ccc(-c2ccc(SCC(=O)NCc3ccco3)nn2)cc1OC	-15%	0%	i	21%	x	3%	131%[activator]	5%	-7%
CC(=O)Nc1ccc(NC(=O)c2ccc(Cn3cc(Cl)cn3)cc2)cc1	-25%	-3%	i	12%	-11%	2%	3%	5%	-2%
O=S(=O)(NCCc1csc(-c2ccccc2)n1)c1cccnc1	-23%	1%	i	15%	-14%	-16%	u	0%	-9%
COc1cc(-c2noc(C)c2C(=O)NCCc2ccccc2)cc(OC)c1OC	-49%[inhibitor]	2%	i	11%	16%	u	-4%	1%	13%
CCOC(=O)c1nnn(-c2nn3nnnc3c3ccccc23)c1C	-5%	3%	i	12%	-6%	3%	21%	0%	-10%
Cc1cccc(Cn2c(COc3ccccc3)nc3ccccc32)c1	-29%	x	x	18µM*	25%	1%	u	u	16%

A portion of the library; rates above refer to the full screens.
